# Source: PubChem (National Center for Advancing Translational Sciences (NCATS))
# Epigenetic derep: regulators of epigenetic silencing causing reporter derepression in mouse cells; murine LDR cells, GFP reporter derepression, 30 h; Potency, µM (doses to about 53.9 µM), without a hit: at the top dose GFP activation, usual class: activators; hit rate 0.2% among 280,000; AID 1865; note: potency is the fitted concentration of half-maximal effect; % of control where 0% means no effect; nearly all actives have a fitted effect of over 60% in size
#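 GFP-positive cell count by laser-scanning cytometry (objects 20–120 um) after 30 h, 37 C compound exposure of murine LDR cells; reporter is CMV-GFP integrated at a silenced locus, inducible by HDAC or DNMT inhibitors.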
# TRb SRC2 PPI: TRbeta-SRC2 interaction inhibition | P10828 | TRbeta-SRC2 peptide binding, fluorescence polarization; receptor liganded with 1 µM T3 | Potency, µM (series often up to 106 µM), for the others: at the highest dose activity change, negative = inhibition, hits mostly inhibitors | hit rate 0.065% among 280,000 | AID 1469;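 note: potency is the fitted concentration of half-maximal effect; plate controls were bound peptide for no effect and peptide without receptor for full effect; nearly all actives have a fitted effect of over 50% in size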
# Target sequence (P10828 whole entry, looked up): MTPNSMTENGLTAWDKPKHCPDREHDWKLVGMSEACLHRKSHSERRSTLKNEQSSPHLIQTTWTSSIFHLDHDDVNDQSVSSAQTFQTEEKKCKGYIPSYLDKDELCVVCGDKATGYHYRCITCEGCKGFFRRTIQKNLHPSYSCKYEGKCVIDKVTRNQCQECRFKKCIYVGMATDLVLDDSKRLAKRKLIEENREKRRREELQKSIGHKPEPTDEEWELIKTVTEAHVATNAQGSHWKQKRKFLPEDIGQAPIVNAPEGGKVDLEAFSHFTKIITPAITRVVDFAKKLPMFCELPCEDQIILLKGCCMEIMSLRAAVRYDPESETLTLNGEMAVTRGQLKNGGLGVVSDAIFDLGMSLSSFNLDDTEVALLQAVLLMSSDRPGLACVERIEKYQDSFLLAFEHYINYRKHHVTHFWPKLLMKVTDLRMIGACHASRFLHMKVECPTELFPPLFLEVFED
#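 TRb LBD 0.6 uM + Texas Red SRC2 peptide 20 nM, 1 uM T3, Tris buffer w/ 5% DMSO; compound pinned, 5 h RT; FP read ex 555/em 632; normalized to unbound and bound controls.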
# NPSR antag: antagonists of human neuropeptide S receptor cAMP signaling. Q6W5P4. CHO-NPSR cells, cAMP TR-FRET, antagonist mode. Potency, µM (titrated, usually from 38.3 µM), for the others: at the top dose activity change, negative = inhibition, most hits filed as inhibitors. hit rate 1% among 220,000. AID 1461; note: potency is the fitted concentration of half-maximal effect; % is set by controls: 0 for no effect and ±100 for the full control effect; nearly all actives have a fitted effect of over 50% in size; many of its hits are not listed in these tables
# aGal spleen mod: inhibitors or activators of human alpha-galactosidase in spleen homogenate; Potency, µM (titrated, usually from 80 µM), without a hit: at the highest dose activity change, negative = inhibition, hits mostly inhibitors; hit rate 0.008% among 240,000; human spleen homogenate, 4MU-alpha-Gal fluorescence, 40 min; P06280;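 note: potency is the fitted concentration of half-maximal effect; 0% = enzyme with vehicle and -100% = no enzyme basal signal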
#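 Spleen homogenate 1 ug + cpd (titration) + 4-MU-alpha-D-galactopyranoside 1 mM; 37C 40 min; 50 mM citrate/phosphate pH 5.0, 0.01% Tween-20; stop pH 10; fluorescence 365/440; AC50 via Hill.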
# Tau fibril FP: blocks human tau fibril formation measured by polarization; P10636; Potency, µM (top dose mostly 57.7 µM), for the others: at the top dose activity, negative = inhibition, actives largely listed as inhibitors; hit rate 0.39% among 280,000; K18 P301L tau heparin fibrillization, Alexa594 FP, 6 h; AID 1468; note: potency is the fitted concentration of half-maximal effect; % is set by controls: 0 for no effect and ±100 for the full control effect; nearly all actives have a fitted effect of over 55% in size
#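 Recombinant K18 P301L […], labeled with Alexa 594 at 0.24 uM over 15 uM unlabeled; heparin inducer 20 uM final; 37 C, 6 hr; FP endpoint.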
# CBFb RUNX1 block: CBF-beta/RUNX1 interaction disruption. AlphaScreen CBFb-His/RUNX1-biotin binding, biochemical. Q01196+Q13951. 230,000 tested, under 10 active. AID 1477. Potency, µM (highest dose often 59.8 µM), for inactives: at the highest dose activity, negative = inhibition, actives largely listed as inhibitors; note: % of control where 0% means no effect
# Target sequence (Q01196 whole entry, looked up): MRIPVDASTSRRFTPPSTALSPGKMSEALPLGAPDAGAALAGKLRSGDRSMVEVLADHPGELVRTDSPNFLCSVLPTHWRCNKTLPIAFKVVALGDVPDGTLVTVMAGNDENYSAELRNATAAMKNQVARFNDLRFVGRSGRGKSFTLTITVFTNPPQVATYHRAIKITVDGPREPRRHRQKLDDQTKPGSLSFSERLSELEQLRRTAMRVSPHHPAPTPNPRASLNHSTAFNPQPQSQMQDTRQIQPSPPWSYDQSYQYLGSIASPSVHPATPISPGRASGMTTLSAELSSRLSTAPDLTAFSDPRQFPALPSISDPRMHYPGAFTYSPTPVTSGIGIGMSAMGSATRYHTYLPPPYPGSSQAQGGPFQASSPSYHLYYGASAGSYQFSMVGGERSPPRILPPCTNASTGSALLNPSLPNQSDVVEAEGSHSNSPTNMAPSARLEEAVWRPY
# Target sequence (Q13951 whole entry, looked up): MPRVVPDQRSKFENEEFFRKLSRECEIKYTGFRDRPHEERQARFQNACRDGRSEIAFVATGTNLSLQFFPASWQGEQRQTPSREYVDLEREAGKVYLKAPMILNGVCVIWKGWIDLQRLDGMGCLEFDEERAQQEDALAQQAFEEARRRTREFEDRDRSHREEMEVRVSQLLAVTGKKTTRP
#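 Interaction loss through any mechanism counts as activity. Pre-formed complex of His-CBF-beta and biotin-RUNX1 (30 nM apiece) is incubated with compound 15 min, then with 50 ng nickel and 50 ng streptavidin beads for 90 min before AlphaScreen detection.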
# TR SRC2 fluor cs: Texas Red fluorescence interference in TRb-SRC2 counter-screen. Potency, µM (series often up to 106 µM), for the others: at the highest dose fluorescence change, negative = quenching. TRb/SRC2 Texas Red total fluorescence interference. AID 1479. hit rate 0.29% among 280,000; active = well fitted curve in either direction with a large enough effect; inconclusive = small, poorly fitted or top-dose-only effect; note: potency is the fitted concentration of half-maximal effect; % is set by controls: 0 for no effect and ±100 for the full control effect
#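 Human TRβ ligand-binding domain (0.6 uM) and Texas Red SRC2 peptide (20 nM) in Tris buffer with 1 uM T3 and 5% DMSO were incubated with pinned compound for 5 hr at ambient temperature. Total fluorescence was computed as S + 2P (555/632 nm).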
# Tau fluor counter: counter-screen for tau fibril formation inhibitors; Potency, µM (top dose mostly 57.7 µM), inactives show top-dose activity change, negative = decrease; hit rate 0.93% among 280,000; tau K18 P301L (four-repeat tau fragment) Alexa594 fluorescence, heparin fibrillization; note: potency is the fitted concentration of half-maximal effect; % is set by controls: 0 for no effect and ±100 for the full control effect; nearly all actives have a fitted effect of over 55% in size
#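 Human K18 P301L tau (15 uM unlabeled plus 0.24 uM Alexa 594-labeled, final) in 100 mM sodium acetate pH 7 was mixed with compound and 20 uM heparin and incubated 6 hr at 37 C.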
# * marks the source's active call; other numbers are inactive results; ? = inconclusive; . = no result given; [ ] = remark or other dose. Unless noted, calls come from the whole dose curve; as a rule, active = well fitted curve in the direction sought with a large enough effect; inconclusive = small, poorly fitted or top-dose-only effect, or another doubt; inactive = no such curve, though single readings can be large; an effect the other way counts as inactive or inconclusive.
SMILES,Epigenetic derep,TRb SRC2 PPI,NPSR antag,aGal spleen mod,Tau fibril FP,CBFb RUNX1 block,TR SRC2 fluor cs,Tau fluor counter
CCOc1ccc(NC(=O)c2ccc(NCC(=O)N3CCCCCC3)cc2)cc1,-1.4%,9.5%,-15.1%,2.5%,2.2%,1.6%,-3.4%,-14.3%
CC(/C=N/Nc1ncc(C)c(=O)[nH]1)=C\c1ccccc1,0.0%,-0.6%,-26.5%,-7.5%,3.7%,4.2%,-1.6%,-4.0%
COCCN1C(=O)c2ccc(C(=O)O)cc2C1=O,1.8%,-4.7%,6.9%[46.1 µM],-2.0%,6.7%,4.8%,-6.0%,10.2%
O=C(CCS(=O)(=O)Cc1ccc(Cl)cc1)NCCCN1CCOCC1,-1.0%,-3.8%,-0.5%[46.1 µM],-4.8%,8.3%,1.9%,-7.3%,-1.6%
Cc1ccccc1NC(=O)c1cc2c(C)nc3ccccc3c2o1,2.9%,-2.0%,-11.3%,3.0%,-5.5%,-1.3%,-1.6%,-13.7%
CCS(=O)(=O)c1ccc2oc(Nc3ccc(C(C)C)cc3)nc2c1,-1.0%,0.1%,-22.6%[46.1 µM],7.1%,?,-1.5%,-10.3%,?
O=C1OC(OC(=O)c2cccnc2Nc2cccc(C(F)(F)F)c2)c2ccccc21 (stereo unspecified),.,4.7%,.,-9.2%,.,?,-5.2%,.
COc1ccc(N2CCN(CCCNC(=O)c3cc(Nc4ccc(OC)cc4OC)nc4ccccc34)CC2)cc1,0.0%,-3.9%,.,.,11.3%,.,-6.5%,15.8µM*[quencher]
COc1cccc(Nc2ncc(C(=O)O)c3ccccc23)c1,-1.3%,6.9%,-14.1%[46.1 µM],-5.7%,-2.2%,1.9%,0.0%,-8.1%
CCc1ccccc1NC(=O)c1ccc(F)c(S(=O)(=O)N2CCN(c3ccccc3OC)CC2)c1,-0.6%,3.2%,.,.,4.7%,.,-0.5%,-16.2%
Cc1ccc(-c2nnn(CC(=O)N(c3ccccc3)C(C(=O)NCC3CCCO3)c3cccs3)n2)o1 (stereo unspecified),6.1%,-1.1%,-6.1%,5.5%,7.9%,5.2%,-0.5%,-1.8%
COc1ccccc1NC(=O)C(Cc1ccc(Cl)cc1)c1nn[nH]n1 (stereo unspecified),0.0%,7.3%,-6.1%[46.1 µM],6.5%,3.7%,4.1%,0.7%,5.4%
O=C(COC(=O)/C=C/c1ccc2c(c1)OCO2)Nc1ccccc1,-1.1%,4.6%,2.8%,7.5%,-2.5%,-11.4%,-2.5%,0.1%
Cc1ccc(C(=O)NNC(=O)c2ccco2)cc1,0.0%,3.4%,-0.3%[46.1 µM],9.2%,-1.3%,-11.1%,3.0%,2.7%
Cc1ccc2c(N)c(C(=O)N(c3ccccc3)c3ccccc3)sc2n1,-2.0%,6.3%,?,1.3%,?,3.6%,-0.3%,?
COc1cccc(-n2cc(CN(C)Cc3nc(Cc4cccc(F)c4)no3)cn2)c1,-1.1%,-11.5%,29.7%,-0.9%,?,1.0%,-5.4%,-10.2%
Cn1c(=O)cc(OCC(=O)NCc2cccs2)c2ccccc21,1.9%,-0.3%,16.0%,-4.2%,-14.1%,3.7%,-1.9%,-10.0%
COc1ccccc1N1CCN(CC(=O)Nc2cccc(F)c2)CC1,-1.0%,0.4%,-6.9%[46.1 µM],-2.3%,9.0%,-0.8%,-3.2%,-8.4%
Cc1ccc(NC(=S)NC(NC(=O)c2ccccc2)C(Cl)(Cl)Cl)c(C)c1 (stereo unspecified),-0.9%,2.2%,-43.3%,-6.6%,-21.8%,-8.8%,-1.6%,?
CCOc1ccc(CCNC(=O)c2cn(C)c3ccc(S(=O)(=O)N4CCCCC4)cc3c2=O)cc1OCC,-1.7%,4.1%,.,.,1.7%,.,-1.4%,-16.0%
Cc1ccc(NC(=O)Cn2c(C)cc(C)c(C#N)c2=O)c(Cl)c1,0.0%,-6.5%,-1.7%[46.1 µM],-13.1%,-0.4%,4.9%,0.5%,-5.4%
Cc1cc2nc(-c3cccc(NC(=O)COc4ccc(Cl)c(C)c4)c3)oc2cc1C,-1.1%,2.6%,.,.,-5.2%,.,1.2%,-20.3%
O=C(CCn1c(=O)oc2ccccc21)Nc1nccs1,0.0%,-5.1%,-0.9%[46.1 µM],1.3%,7.7%,-2.3%,0.6%,-3.2%
O=C(CSc1nc2c([nH]c3ccccc32)c(=O)n1-c1ccc(F)cc1)Nc1ccc2c(c1)OCO2,?,5.5%,.,.,?,.,1.7%,-28.8%
Cn1c(/C(C#N)=C2/CCCCCN2)nc2ccccc21,-4.3%,-0.8%,-9.7%[46.1 µM],16.8%,-9.5%,1.5%,-5.1%,-17.3%
COC(=O)c1sccc1NC(=S)Nc1cc(C)ccc1OC,-2.1%,-1.0%,-3.6%,2.5%,-11.7%,-1.7%,-0.2%,-14.3%
COc1ccc(CNC(=O)CSc2cccc3cccnc23)cc1,0.1%,-0.7%,-14.9%,5.3%,0.0%,20.8%,-5.4%,11.9%
COc1cc(C)c(CNc2ccc(OC)c(OC)c2)cc1C,-0.3%,-19.3%,-13.7%[46.1 µM],?,-6.0%,?,6.5%,?
Cc1ccc(S(=O)(=O)N(C)c2ccccc2C(=O)Nc2ccc3c(c2)OCCO3)cc1,2.3%,5.9%,-7.0%,-3.7%,5.2%,3.5%,0.7%,-24.0%
CCOc1cc(/C=N/O)ccc1OCc1ccccc1F,-0.9%,0.4%,7.8%,-8.6%,-6.5%,3.1%,0.7%,-10.1%
O=c1oc2ccccc2cc1-c1cn2cc(Cc3ccc(Br)cc3)sc2n1,3.8%,4.8%,.,.,-4.5%,.,?,-6.1%
Cc1occc1C(=O)NCc1ccccc1,4.0%,3.7%,-7.4%[46.1 µM],-1.1%,-2.4%,-1.2%,1.3%,-9.5%
Cc1cccc(NC(=O)Cc2nnc(NC(=O)Nc3ccccc3F)s2)c1,1.5%,0.4%,3.4%,2.5%,-9.1%,1.9%,0.1%,5.1%
CCOc1ccccc1-c1noc(CSc2nnc(-c3ccncc3)n2-c2ccc(F)cc2)n1,-1.9%,1.1%,.,.,2.2%,.,-27.5%,-16.3%
Cc1ccc(Cl)cc1NC(=O)C(C)n1nc(-c2ccccc2)ccc1=O (stereo unspecified),-0.2%,-5.1%,.,.,5.0%,.,0.4%,-21.8%
CCSc1nnc(NC(=O)Cc2ccc(OC)cc2)s1,0.0%,-3.4%,-6.4%[46.1 µM],-4.5%,6.8%,-4.5%,1.8%,-7.5%
Cc1cc(C)cc(N=c2c([N+](=O)[O-])nn(-c3ccc4c(c3)OCCO4)n2O)c1,?,-2.8%,-0.5%,-0.8%,?,?,-0.6%,?
Cc1cc([N+](=O)[O-])nn1CC(=O)Nc1ccc(F)cc1,-1.3%,7.8%,4.9%,-3.1%,10.4%,12.7%,-3.5%,-11.8%
Clc1ccc2c(c1)-n1cc(-c3ccccc3)nc1CO2,-1.1%,-9.8%,.,.,-14.7%,.,11.2µM*[quencher],-20.7%
COc1ccc(-n2nnnc2SCC(=O)N2CCN(C(=O)c3ccco3)CC2)cc1OC,-2.2%,-6.4%,33.6%,4.9%,-5.7%,2.4%,-6.9%,-9.3%
Cc1cc(C2=NNC(=Nc3ccc(S(=O)(=O)N4CCOCC4)cc3)SC2)c(C)n1C,-1.2%,-3.7%,18.7%,0.5%,-6.4%,8.0%,-2.2%,-29.3%
COc1ccc(-n2nnnc2SCC(=O)Nc2ccccc2)cc1,0.1%,1.9%,-11.4%[46.1 µM],-4.4%,6.3%,2.2%,-1.2%,-2.5%
O=C(CSc1nc2ccccc2o1)Nc1nc(-c2ccccc2)c(-c2ccccc2)s1,0.0%,5.5%,-7.5%[46.1 µM],-25.1%,-8.1%,-3.6%,-0.1%,-15.4%
CN(C)c1ccc(CNC2C3CC4CC(C3)CC2C4)cc1 (stereo unspecified),-1.0%,-3.0%,-10.4%[46.1 µM],-5.7%,4.7%,2.3%,-4.2%,-2.0%
Nc1ccccc1N,.,4.7%,.,-10.7%,.,?,-3.0%,.
CCCC(NS(=O)(=O)c1ccc(C)cc1)C(=O)O (stereo unspecified),1.6%,0.8%,0.3%[46.1 µM],4.6%,4.2%,3.1%,1.4%,-8.6%
CC(=O)O[C@@H]1CC2C(C)(C)C(=O)C=C[C@]2(C)C2CC[C@]3(C)C(=CC[C@H]3C3CO[C@@H](C(C)(C)O)[C@H](O)C3)[C@@]21C (stereo partly specified),-2.7%,-0.9%,.,9.5%,-0.9%,4.6%,-1.7%,-16.4%
CC1CCN(S(=O)(=O)c2ccc3c(c2)CCN3C(=O)Nc2ccccc2Br)CC1,5.7%,-10.0%,.,.,-4.5%,.,-0.5%,-4.5%

# Results in CBFb RUNX1 block, for four of the compounds above:
mol	CBFb RUNX1 block
O=C(CSc1nc2ccccc2o1)Nc1nc(-c2ccccc2)c(-c2ccccc2)s1	-3.6%
CN(C)c1ccc(CNC2C3CC4CC(C3)CC2C4)cc1 (stereo unspecified)	2.3%
Nc1ccccc1N	?
CCCC(NS(=O)(=O)c1ccc(C)cc1)C(=O)O (stereo unspecified)	3.1%

# Random excerpt: 3 records from the list, in no set order.
SMILES,Epigenetic derep,TRb SRC2 PPI,NPSR antag,aGal spleen mod,Tau fibril FP,CBFb RUNX1 block,TR SRC2 fluor cs,Tau fluor counter
CC1CCN(S(=O)(=O)c2ccc3c(c2)CCN3C(=O)Nc2ccccc2Br)CC1,5.7%,-10.0%,.,.,-4.5%,.,-0.5%,-4.5%
CC(=O)O[C@@H]1CC2C(C)(C)C(=O)C=C[C@]2(C)C2CC[C@]3(C)C(=CC[C@H]3C3CO[C@@H](C(C)(C)O)[C@H](O)C3)[C@@]21C (stereo partly specified),-2.7%,-0.9%,.,9.5%,-0.9%,4.6%,-1.7%,-16.4%
Cc1cc(C2=NNC(=Nc3ccc(S(=O)(=O)N4CCOCC4)cc3)SC2)c(C)n1C,-1.2%,-3.7%,18.7%,0.5%,-6.4%,8.0%,-2.2%,-29.3%

# An excerpt; count on the stated rates, not on these rows.
